Screens deposited in PubChem by several laboratories.
PvdQ inh = blocks Pseudomonas aeruginosa PvdQ acylase activity. purified PvdQ acylase, fluorescence plate reader. inhibition, % at 10 µM. hit rate 0.063% among 340,000. AID 488965; in the data active means inhibition above about 30%, passing the limit was not always enough; inconclusive means no clear call, values can overlap the other calls;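 further: 0% = vehicle neutral wells and 100% = reference inhibitor wells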
SR-BI DiI-HDL act = enhances SR-BI lipid uptake from DiI-HDL. hit rate 0.096% among 320,000. AID 504775. CHO ldlA[mSR-BI] cells, DiI-HDL uptake fluorescence, 3 h; 100 = double the neutral-control signal. activation, % at 12.5 µM;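 active means mean replicate activation of at least 60% and every replicate at or above 60%; inconclusive means mean or all-replicate condition met, but not both; inactive means mean below 60% and not all replicates reaching 60%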;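 further: 0% = median plate neutral-control signal and 100% = twice that signal; values of inactives mirror those of a sister screen read the other way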
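Test system: SR-BI-overexpressing, LDLR-lacking CHO cells. Measured by: DiI fluorescence, bottom read. Medium: Ham's F12 with 0.5% BSA, HEPES 25 mM, pH 7.4. Timing: 3 h uptake period with compound, 37 °C.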
DAGLB inh = blocks human DAGLB lipase activity. HEK293T DAGLB membrane lysate, EnzChek fluorogenic substrate. inhibition, % at 5.17 µM. hit rate 0.059% among 340,000. AID 504411; in the data active means inhibition above about 34%;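 further: 0% = enzyme with vehicle and 100% = wells lacking enzyme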
PKA-R2B act = activates the human PKA-R2B holoenzyme complex; P22694+P31323; PKA-R2B holoenzyme dissociation, Cy5-IP20 fluorescence polarization; R2B truncated from residue 108, S112A mutant; 0% DMSO only, 100% 113 µM cGMP; activation, % at 11.4 µM; hit rate 0.079% among 340,000; AID 504700;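 active means activation above a cutoff set at the mean over all compounds plus 3 SD, cut at about 18% in these data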;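 further: higher means more holoenzyme dissociation and a rise in polarization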
Arrestin-AP2 inh = blocks beta-arrestin peptide binding to AP2 adaptin; inhibition, % at 10 µM; hit rate 0.31% among 340,000; FITC-arrestin peptide / GST-AP2 beads, flow cytometry; AP2 beta2 appendage carries R879A mutation; AID 504490;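 active means inhibition above a set limit, near 3 SD of compounds lacking own fluorescence, cut at about 54% in these data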;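 further: plate controls were DMSO wells for no effect and 5 µM unlabelled arrestin peptide for full effect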
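Material – AP2 appendage R879A on GSH beads · Buffer or medium – PBS with 0.05% Tween 20 and 0.1% BSA · Probe or stimulus – fluorescein-tagged arrestin peptide at 50 nM final · Incubation – compound with beads 12 min RT, then probe 1 h RT · Detection – high-throughput flow cytometry of beads, ex 488, em 535 nm · Evaluation – percent response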
C-LANA FP = blocks KSHV LANA C-terminal domain binding to DNA; MBP-C-LANA/FAM-LBS DNA binding, fluorescence polarization; inhibition, % at 9 µM; hit rate 0.078% among 340,000;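 active means highest replicate inhibition at or above 60% at 9 µM, even if other replicates fall short; inactive means all replicates below 60% inhibition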;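 further: 0% = neutral control wells and 100% = 4 µM acridine orange control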
Cardiac RTF inh = cardiac RTF calcium desensitization | P19429+P45379 | IANBD-labeled cardiac RTF, Ca2+ fluorescence | inhibition, % at 7.15 µM | hit rate 0.12% among 340,000 | AID 493244;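 active means inhibition above the mean inhibition of all tested compounds plus 3 SD, cut at about 17% in these data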;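 further: assay run at fixed EC70 calcium of 1.6 mM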
NSD2 HMT inh = blocks human histone methyltransferase NSD2; O96028; NSD2 peptide methylation, AlphaScreen, 120 min; inhibition, % at 12.5 µM; hit rate 0.54% among 310,000; AID 743445; in the data active means inhibition above about 50%
Target sequence (O96028 whole entry, looked up): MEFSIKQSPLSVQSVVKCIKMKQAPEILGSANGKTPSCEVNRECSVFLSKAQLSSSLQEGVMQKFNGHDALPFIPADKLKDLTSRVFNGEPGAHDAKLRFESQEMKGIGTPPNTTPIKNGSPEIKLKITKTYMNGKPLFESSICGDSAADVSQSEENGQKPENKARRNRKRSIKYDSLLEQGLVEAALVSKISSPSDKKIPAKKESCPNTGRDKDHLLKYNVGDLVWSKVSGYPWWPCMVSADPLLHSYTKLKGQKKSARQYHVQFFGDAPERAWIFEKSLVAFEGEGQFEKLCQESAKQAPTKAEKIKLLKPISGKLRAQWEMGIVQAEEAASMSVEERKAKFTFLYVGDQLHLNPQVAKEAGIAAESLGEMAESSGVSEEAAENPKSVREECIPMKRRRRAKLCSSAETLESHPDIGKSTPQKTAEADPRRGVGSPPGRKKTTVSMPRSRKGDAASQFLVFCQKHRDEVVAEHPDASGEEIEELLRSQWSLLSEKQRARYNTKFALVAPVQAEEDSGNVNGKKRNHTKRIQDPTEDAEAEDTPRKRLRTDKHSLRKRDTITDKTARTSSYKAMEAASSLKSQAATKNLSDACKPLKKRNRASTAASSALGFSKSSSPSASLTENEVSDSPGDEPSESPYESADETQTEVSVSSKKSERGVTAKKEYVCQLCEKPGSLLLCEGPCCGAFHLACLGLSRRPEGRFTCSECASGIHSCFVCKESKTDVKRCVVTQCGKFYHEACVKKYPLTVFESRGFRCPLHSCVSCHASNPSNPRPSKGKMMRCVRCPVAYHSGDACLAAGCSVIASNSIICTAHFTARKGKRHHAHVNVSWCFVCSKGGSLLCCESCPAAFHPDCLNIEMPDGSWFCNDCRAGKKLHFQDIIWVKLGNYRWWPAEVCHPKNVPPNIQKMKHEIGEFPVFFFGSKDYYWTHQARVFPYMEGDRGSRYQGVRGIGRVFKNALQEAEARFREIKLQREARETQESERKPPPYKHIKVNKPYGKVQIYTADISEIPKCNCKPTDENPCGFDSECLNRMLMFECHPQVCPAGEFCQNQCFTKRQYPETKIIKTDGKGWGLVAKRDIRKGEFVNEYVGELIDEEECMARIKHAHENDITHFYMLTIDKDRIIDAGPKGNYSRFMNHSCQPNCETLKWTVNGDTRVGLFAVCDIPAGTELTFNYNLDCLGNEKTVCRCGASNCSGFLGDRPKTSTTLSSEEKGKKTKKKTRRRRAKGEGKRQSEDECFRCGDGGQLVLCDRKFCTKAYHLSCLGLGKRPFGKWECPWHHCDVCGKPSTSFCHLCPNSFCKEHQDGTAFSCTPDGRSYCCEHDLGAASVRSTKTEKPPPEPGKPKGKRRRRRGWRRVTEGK
Keap1 Nrf2 FP = disrupts human Keap1 binding to Nrf2 peptide | Q14145 | Keap1 Kelch-Nrf2 peptide fluorescence polarization, 1536-well | inhibition, % at 9.4 µM | hit rate 0.15% among 340,000; in the data active means inhibition above about 12%; inconclusive means no clear call, values can overlap the other calls; inactive means below about 7.3%;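 further: human Keap1 Kelch domain with fluorescein labeled Nrf2 9mer peptide probe; 0% = neutral control wells and 100% = peptide positive control; higher means more block of Keap1 binding to Nrf2 peptide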
SR-BI HDL uptake = mouse SR-BI HDL lipid transfer inhibition; Q61009; ldlA[mSR-BI] CHO cells, DiI-HDL uptake fluorescence, 3 h; inhibition, % at 12.5 µM; hit rate 0.96% among 320,000; AID 488896;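 active means mean replicate inhibition of at least 70% and a set share of replicates each scoring 70 or more; inconclusive means meets just one of the two criteria; inactive means fails both criteria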;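 further: 0% = median of neutral control wells and 100% = median of positive control wells; values of inactives mirror those of a sister screen read the other way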
Numbers without * were called inactive; i = inactive; ? = inconclusive; · = not tested or not shown.

SMILES | PvdQ inh | SR-BI DiI-HDL act | DAGLB inh | PKA-R2B act | Arrestin-AP2 inh | C-LANA FP | Cardiac RTF inh | NSD2 HMT inh | Keap1 Nrf2 FP | SR-BI HDL uptake
O=C(NCC(=O)N1CCN(c2ncccn2)CC1)c1cccs1 | 1.0 | 1.6 | -1.5 | -0.7 | -7.0 | 1.1 | -1.5 | -2.5 | -6.4 | -1.6
COc1ccc(OC)c(N/C(C)=C/C(=O)c2ccncc2)c1 | -20.1 | -10.3 | 0.9 | 5.7 | -7.3 | -12.8 | 3.0 | 13.7 | -1.4 | 10.3
CSCCC(NC(=O)c1ccc(Cl)cc1Cl)C(=O)N(C)Cc1nc2ccccc2c(=O)[nH]1 (stereo not drawn) | 1.7 | -24.0 | 0.3 | -6.5 | -1.7 | -0.1 | 3.2 | 1.0 | -4.2 | 24.0
O=C(CSc1n[nH]c(=O)[nH]c1=O)c1ccccc1[N+](=O)[O-] | -0.9 | · | -0.7 | 1.3 | 2.0 | 2.2 | 2.1 | · | 0.9 | ·
O=C(Nc1ccccc1C(=O)Nc1ccncc1)c1ccccc1 | -7.7 | -4.7 | -2.2 | 1.2 | 1.6 | -0.3 | -11.1 | -3.6 | -1.7 | 4.7
COc1ccccc1N1CCN(CCCn2c(=S)[nH]c3ccccc3c2=O)CC1 | -8.9 | 0.0 | 0.2 | 4.5 | -5.7 | -0.7 | -9.6 | 3.1 | -3.3 | 0.0
O=C(CCNc1cccc(F)c1)c1cccc([N+](=O)[O-])c1 | -25.5 | 0.4 | -1.1 | -0.8 | 17.7 | -1.7 | -0.9 | 38.0 | -4.6 | -0.4
CCOc1ccc(Nc2cc(=O)[nH]c(=O)[nH]2)cc1 | -14.0 | 18.7 | 1.3 | -1.5 | -4.0 | 3.8 | -0.4 | -0.2 | -4.7 | -18.7
COc1ccc(S(=O)(=O)Nc2ccc3c(c2)C(=O)N([C@H](C)CO)C[C@H](C)[C@@H](CN(C)C(=O)Nc2c(C)noc2C)O3)cc1 | -4.5 | 24.6 | -3.1 | -3.5 | -1.8 | -1.2 | 0.2 | · | -1.8 | -24.6
CC1(CCc2ccccc2)NC(=O)N(CC(=O)N2CCCCCC2)C1=O (stereo not drawn) | -1.9 | 11.8 | 0.6 | -7.4 | -3.6 | -1.4 | -13.7 | -1.7 | -1.7 | -11.8
Cc1cc(NC(=O)c2sccc2C)n(-c2cccc(Cl)c2)n1 | 4.1 | ? | 1.1 | -6.7 | 3.8 | -0.6 | -0.6 | -3.9 | -0.2 | -81.6
Cc1cccc(C)c1NC(=S)Nc1ccc(F)cc1 | -1.4 | -15.6 | -1.2 | -2.5 | 57.5* | -0.3 | -5.7 | -2.9 | 0.8 | 15.6
Cn1c2c(c(=O)n(C)c1=O)C(NC(=O)c1ccco1)(C(F)(F)F)C(=O)N2 (stereo not drawn) | -8.3 | 10.7 | -3.7 | -1.7 | -13.0 | -0.9 | -2.4 | 0.2 | -1.3 | -10.7
Cc1ccc(NC(=O)c2c(Cl)n(C)c3ccccc23)cc1 | -4.2 | -58.0 | -3.6 | 7.9 | 22.9 | 0.9 | 6.9 | -0.5 | -0.7 | 58.0
Cc1ccc(C(=O)C(OC(=O)CCC(=O)Nc2cccc(C)c2)c2ccccc2)cc1 (stereo not drawn) | -10.3 | 24.6 | -3.5 | -3.7 | 6.3 | 0.1 | 0.0 | -2.8 | -1.0 | -24.5
Cc1cccc(OCC(=O)NC(Cc2c[nH]c3ccccc23)C(=O)O)c1C (stereo not drawn) | 10.2 | 11.3 | 3.4 | 0.5 | 21.9 | 1.1 | -16.7 | 9.2 | -0.5 | -11.3
COCCN(C(=O)CSc1nnc(-c2ccncc2)n1C)c1c(N)n(CC(C)C)c(=O)[nH]c1=O | -12.4 | 10.9 | -2.2 | -8.7 | -13.9 | -1.3 | 8.1 | -3.0 | -3.4 | -10.9
COc1cccc(NC(=O)CN(C)CC(=O)Nc2cccc(C(F)(F)F)c2)c1 | -9.2 | 8.4 | -2.3 | -14.7 | -17.9 | 1.8 | -11.5 | -1.5 | 6.9 | -8.4
COC(=O)[C@]1(Cc2ccccc2)N[C@H](CN(C)C(=O)c2ccccc2)[C@@H]2C(=O)N(C)C(=O)[C@@H]21 | 1.1 | 29.1 | -0.7 | -10.4 | 25.3 | 0.1 | 4.5 | · | -2.1 | -29.1
COc1ccc(-c2nnn(CCc3nn[nH]n3)n2)cc1 | 0.2 | 3.9 | -0.4 | -3.7 | -1.6 | -0.8 | -0.5 | -0.7 | 7.5 | -3.9
COc1cccc(-n2c(=O)c3c(C)c(C(=O)N(C)C)sc3n(CC(=O)NCC3CCCO3)c2=O)c1 (stereo not drawn) | -9.5 | 18.8 | 1.1 | 1.4 | -7.7 | 0.4 | -0.8 | 1.6 | -1.8 | -18.8
OCCn1c(SC2CCCCC2)nc2ccccc21 | -8.9 | -0.1 | -4.2 | -0.9 | -0.4 | 0.3 | -2.1 | -2.1 | 0.7 | 0.1
CC(NCCCOc1cccc2ccccc12)c1ccccc1 (stereo not drawn) | -20.0 | 17.6 | -1.8 | -12.8 | -23.1 | 1.3 | -0.5 | 7.7 | -4.2 | -17.6
C=CCSc1n[nH]c(-c2ccc(OCCC)cc2)n1 | -3.2 | 15.7 | -0.4 | -1.5 | -0.7 | 1.0 | -0.9 | -0.1 | -4.1 | -15.7
CCOc1cc(/C=C2/NC(=O)N(CC(=O)Nc3cccc(C)c3)C2=O)ccc1O | -14.1 | -25.8 | -1.7 | -8.9 | -7.3 | 0.7 | 2.3 | -0.5 | -1.6 | 25.8
COc1cccc(OC)c1C(=O)Nc1nnc(C(C)C)s1 | 2.7 | 0.7 | 2.0 | -12.2 | 1.4 | 1.5 | 1.0 | -0.4 | 1.2 | -0.7
Cc1ccc(-n2cc3c(-c4cccc(Br)c4)nnc(C)c3n2)cc1 | 2.4 | -63.1 | -23.7 | 1.4 | 11.7 | -1.5 | -5.7 | 1.8 | -12.8 | 63.1
CCCN1Cc2cccc(C(=O)Nc3ccc(S(=O)(=O)N4CCCCCC4)cc3)c2C1=O | -2.8 | -21.6 | -3.9 | -9.6 | 7.9 | -1.0 | -1.6 | 0.8 | -9.5 | 21.6
COC(=O)Cc1c(C)c2ccc(OC3CCCCC3=O)cc2oc1=O (stereo not drawn) | -22.0 | -15.1 | -2.2 | -2.4 | 8.4 | -0.4 | -7.5 | -2.8 | -1.0 | 15.1
COc1ccc(Nc2ncccc2C(=O)O)cc1 | -3.1 | 6.1 | 0.1 | -12.3 | 13.0 | 1.5 | -0.3 | -1.3 | 0.4 | -6.1
COc1cc(C(=O)NNC(=O)COc2cccc(F)c2)ccc1OCC(=O)N1CCOCC1 | 10.3 | 3.5 | -3.2 | -1.9 | -3.2 | 0.8 | -6.2 | -0.9 | -0.8 | -3.5
COc1ccc(OC)c(NC(=S)NCC(c2cccnc2)N2CCOCC2)c1 (stereo not drawn) | -27.2 | 12.1 | 2.7 | -2.4 | -2.8 | 1.0 | -4.6 | -2.9 | -6.1 | -12.1
COC(=O)c1c(NC(=O)c2ccco2)sc2c1C(C(=O)OC)CC2 (stereo not drawn) | 1.3 | -19.1 | -1.9 | -11.7 | 0.9 | -0.6 | 2.3 | -0.3 | -5.7 | 19.1
C=CCOCCN(CC)CC | -20.5 | 4.5 | 0.6 | -14.0 | -11.6 | 0.0 | 1.6 | -0.1 | -2.1 | -4.5
Cc1ccnc(NC(=O)C2COc3ccccc3O2)c1 (stereo not drawn) | 3.4 | 9.9 | -8.9 | 7.0 | 23.4 | -1.0 | 0.9 | -2.7 | -1.8 | -9.9
O=C(CC1CCCC1)N1CCN(S(=O)(=O)c2ccccc2)CC1 | -11.5 | 16.9 | -0.5 | -8.1 | i | · | -124.5 | · | -44.2 | -16.9
CCC(CC)C(=O)Nc1cc(C)c2c(=O)oc3ccccc3c2n1 | -14.8 | -31.9 | -8.3 | 3.2 | 0.7 | -1.0 | 0.6 | · | -3.3 | 31.9
COc1cccc(NC(=O)n2ncc3c(C)cccc32)c1 | -10.1 | 7.6 | -5.6 | 3.9 | -8.0 | -1.2 | 1.3 | 0.2 | 1.1 | -7.6
C=CCSc1nc(NC)c2sccc2n1 | -1.1 | 4.3 | -0.4 | -1.4 | 20.8 | 0.1 | -2.2 | -0.2 | 4.0 | -4.3
Cc1cccc(Sc2nc(-c3ccccc3)ccc2C#N)c1 | -6.4 | -2.0 | -11.2 | 1.1 | -11.2 | -0.1 | -3.7 | 0.1 | 4.2 | 2.0
O=C(Cc1cccs1)Nc1nnc(SCc2cccc3ccccc23)s1 | -22.0 | 6.9 | 2.6 | -8.3 | -1.9 | 1.5 | -11.8 | -1.1 | -4.7 | -6.9
S=C1NC2CCCCC2N1 (stereo not drawn) | -2.5 | 17.0 | -1.3 | 3.0 | -8.6 | 0.9 | 3.9 | -2.8 | -8.6 | -17.0
CC1(C)CC(=O)C=C(C(=O)N2CCCC(C(=O)c3cccc(Cl)c3)C2)O1 (stereo not drawn) | -11.8 | · | -1.3 | 5.3 | 12.2 | 0.8 | -5.3 | · | -6.6 | ·
Cc1ccc(NC(=S)N2CCN(S(=O)(=O)c3ccccc3)CC2)cc1C | -10.5 | -10.4 | -0.8 | -9.9 | -12.4 | -2.3 | 0.7 | 9.7 | -4.4 | 10.4
CCOc1ccc(S(=O)(=O)N2CCN(C(=S)NCc3ccccc3)CC2)cc1 | -12.7 | -2.4 | -1.6 | 0.5 | -13.8 | -1.2 | -4.7 | 4.4 | -0.9 | 2.4
CCOCCn1c(=NC(=O)c2ccc(S(=O)(=O)N3CCOCC3)cc2)sc2cc(S(N)(=O)=O)ccc21 | -5.5 | -37.6 | 7.5 | -12.1 | -6.0 | -1.2 | 6.5 | 1.1 | -0.2 | 37.6
CCC(C(=O)NC1CCCC1)N(C(=O)Cn1nnc(-c2ccc(C)o2)n1)c1cccc(O)c1 (stereo not drawn) | 2.2 | · | -0.8 | 0.7 | 7.2 | -1.1 | -15.2 | 3.5 | -6.5 | ·
O=C(CN1CCN(Cc2ccccc2)CC1)N/N=C/c1ccc(Br)s1 | -8.6 | -3.1 | 5.0 | 3.8 | -1.6 | 1.0 | -13.6 | 2.3 | 4.5 | 3.1
CC(C)N1C(=O)S/C(=C/c2ccc(Sc3nc4ccccc4[nH]3)o2)C1=O | -2.6 | 19.7 | -1.3 | 1.2 | 4.1 | 2.4 | 3.6 | 15.6 | -3.1 | -19.7
